# Assay outcomes from PubChem.
# APP 5'UTR act = activates APP 5'UTR luciferase reporter; SH-SY5Y APP 5'UTR luciferase reporter, luminescence; zero percent = DMSO vehicle wells; activation, % at 2 µM; 190,000 tested, 1% active; AID 1276;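 active means activation above a set limit, based on mean plus 3 SD of controls, cut at about 140% in these data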; further: values of inactives mirror those of a sister screen read the other way
# NF-kB expr up = raises NF-kB expression in human neuronal cells | fold change at 12.5 µM | 190,000 tested, 1.6% active | AID 1239 | NF-kB reporter expression; stronger effect = higher value; in the data active means fold change above about 3.3
# TNAP act hiacc = increases human TNAP activity under high phosphate acceptor concentration; P05186; purified TNAP, CDP-star luminescence, 1 M DEA, 30 min; stronger effect = higher value; 0 = EDTA background, 1 = DMSO-only activity; activation factor at 20 µM; 200,000 tested, under 10 active;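 active means activation factor at least 2 at 20 µM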
#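 Measured by: Luminescent substrate turnover signal | Test system: Human TNAP | Input: TNAP 1/800 final | Dosing: 20 µM single point | Schedule: 30 min, room temperature | Controls: EDTA wells as negative control, DMSO wells as positive control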
# PMI activator = increases human mannose-6-phosphate isomerase activity; P34949; purified human PMI, coupled resazurin fluorescence, 20 min; stronger effect = higher value; 1 = vehicle control, 0 substrate-free wells; activation factor at 20 µM; 190,000 tested, 0.005% active; AID 1214;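 active means activation factor of 2 or more at 20 µM, relative to plate controls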
# Target sequence (P34949 whole entry, looked up): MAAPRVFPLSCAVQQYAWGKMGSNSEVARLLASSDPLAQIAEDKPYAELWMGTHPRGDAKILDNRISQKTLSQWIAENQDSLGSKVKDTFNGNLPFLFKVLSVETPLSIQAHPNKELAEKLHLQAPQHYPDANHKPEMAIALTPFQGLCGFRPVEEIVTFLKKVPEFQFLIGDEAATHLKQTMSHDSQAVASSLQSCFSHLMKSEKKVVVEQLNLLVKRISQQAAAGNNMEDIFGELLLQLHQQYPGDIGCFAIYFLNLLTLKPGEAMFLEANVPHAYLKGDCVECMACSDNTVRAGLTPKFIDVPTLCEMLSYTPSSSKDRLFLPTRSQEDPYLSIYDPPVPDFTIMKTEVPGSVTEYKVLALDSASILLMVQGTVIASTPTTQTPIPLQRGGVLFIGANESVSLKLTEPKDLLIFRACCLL
# TNAP inh no acc = inhibitors of human TNAP without phosphate acceptor; purified TNAP, CDP-star luminescence, 30 min; inhibition, % at 20 µM; 200,000 tested, 0.26% active; AID 1012;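 active means tissue-nonspecific alkaline phosphatase inhibition above about 50% at 20 µM in the single-dose screen, limit read from the data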;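 further: 0% = DMSO negative control and 100% = EDTA positive control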
# PMI act satM6P = PMI (human) activation, high substrate. P34949. coupled PMI enzyme assay, resazurin fluorescence, 20 min; stronger effect = higher value; 1 = untreated enzyme, 0 = substrate-free blank. activation factor at 20 µM. 190,000 tested, 0.34% active. AID 1216;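 active means activation factor of 2 or more at 20 µM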
#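 Test system – human PMI in coupled enzyme assay · Timing – 20 min incubation at room temperature · Detection – Diaphorase-driven resazurin-to-resorufin fluorescence, excitation 544, emission 590 nm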
# FLuc stim CS = firefly luciferase counter-screen for stimulation assays; ATPlite luciferase biochemical, luminescence, 10 min; 0 = ATP-free wells, 1 = DMSO control; P08659; 200,000 tested, under 10 active; activation factor at 10 µM; AID 1027;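 active means luciferase activation factor, scaled between plate controls, of at least 2 with compound at 10 µM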
# Target sequence (P08659 whole entry, looked up): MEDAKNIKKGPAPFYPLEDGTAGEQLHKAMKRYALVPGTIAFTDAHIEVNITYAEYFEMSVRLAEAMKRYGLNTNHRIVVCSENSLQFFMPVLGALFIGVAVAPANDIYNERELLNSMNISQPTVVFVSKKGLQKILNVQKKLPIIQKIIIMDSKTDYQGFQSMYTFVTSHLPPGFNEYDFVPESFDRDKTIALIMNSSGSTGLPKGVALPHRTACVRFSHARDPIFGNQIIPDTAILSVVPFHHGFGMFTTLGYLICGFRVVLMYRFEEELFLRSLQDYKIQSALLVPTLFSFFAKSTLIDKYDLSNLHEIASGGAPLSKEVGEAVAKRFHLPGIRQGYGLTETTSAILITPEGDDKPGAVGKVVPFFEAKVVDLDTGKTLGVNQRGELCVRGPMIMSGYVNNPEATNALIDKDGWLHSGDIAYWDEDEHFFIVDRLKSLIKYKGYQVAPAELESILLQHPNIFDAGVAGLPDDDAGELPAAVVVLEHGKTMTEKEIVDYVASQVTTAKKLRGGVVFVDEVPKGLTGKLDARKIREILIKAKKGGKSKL
#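 Material: luciferase plus luciferin reagent, cell-free. Medium: PBS buffer for ATP. Also added: ATP substrate, dispensed from a 10.24 µM working solution in PBS. Doses: test compounds dosed from 2 mM stocks in 100% DMSO. Incubation: 10 min post-reagent at room temperature. Technique: light output (luminescence). Read-out basis: luminescence gain marking luciferase activators.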
# TNAP inh hi DEA = inhibitors of human TNAP at high phosphate acceptor concentration. AID 1135. purified TNAP, CDP-star luminescence, 1 M DEA. 200,000 tested, 0.03% active. inhibition, % at 20 µM;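 active means over 50% inhibition of tissue-nonspecific alkaline phosphatase at 20 µM in the single-dose screen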;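 further: plate controls were DMSO wells for no effect and EDTA-quenched wells as full inhibition for full effect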
# FLuc inhib CS = Photinus pyralis luciferase inhibition counter-screen. ATPLite firefly luciferase biochemical luminescence, 10 min. inhibition, % at 10 µM. 200,000 tested, 1.5% active. P08659. AID 1006;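 active means inhibition above about 50% when tested at 10 µM, limit read from the data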
# bIAP activator = intestinal alkaline phosphatase (bovine) activation | activation factor at 20 µM | purified bovine IAP, CDP-star luminescence, 30 min; stronger effect = higher value; fold of DMSO-control signal, blank-subtracted | 200,000 tested, 0.17% active;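 active means activation factor of 2 or more at 20 µM, a signal rise over negative controls twice the positive control's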
# Active calls of the source: *; . = not tested or not shown.
SMILES,APP 5'UTR act,NF-kB expr up,TNAP act hiacc,PMI activator,TNAP inh no acc,PMI act satM6P,FLuc stim CS,TNAP inh hi DEA,FLuc inhib CS,bIAP activator
Cc1ccc2nc(-c3ccc(NC(=O)c4cccnc4)cc3)oc2c1,83,1.8,1,1,-4,1,1,-4,3,0.9
CCOC(=O)N1CCC(NC(=O)C(Cc2ccccc2)NC(=O)C2CCCCC2)CC1 (configuration not stated),4,0.9,1.1,1,-15,1,1,-7,-5,1.3
O=C1N(Cc2cccc(Cl)c2)C[C@@H]2C[C@@H](c3cccn3-c3cccnc3)N3CCC[C@@]123,-16,1,1,1,-11,0.9,1.1,-4,-7,1.1
Cn1c(O)c(N=NC(=O)c2ccccc2O)c2ccccc21,216*,3.1,1,1,5,1,0.2,4,82*,1
O=C(Cc1ccc([N+](=O)[O-])cc1)N1CCCc2ccccc21,32,0.92,1,1,-8,1,1.1,1,-5,0.8
CCOC(=O)c1cnc(SCC(=O)Nc2cccc(OC)c2)nc1N,.,0.84,1.1,0.9,-11,0.9,1,-8,-4,0.7
CC1CCN(C(=S)c2cn(Cc3cccc(F)c3)c3ccccc23)CC1,2,1.2,1,0.8,-5,0.9,1,-2,-4,0.9
CC(C)CC1NC(=O)N(CC(=O)N2CCN(S(=O)(=O)c3ccccc3)CC2)C1=O (configuration not stated),9,1.3,1,1,-9,1,1.1,-1,-7,0.9
O=C(COC(=O)c1ccccc1)NCCC1=CCCCC1,-16,1.1,1,1,-3,0.9,1,-1,-1,1
Cc1cc2c3c(c1)C1(C(=O)N3C(C)(C)CC2C)C(C#N)=C(N)Oc2cc(O)ccc21 (configuration not stated),5,1.5,1.1,0.8,-5,0.8,1,-6,-4,1
Cc1ccccc1-c1nc(CN2CCC(C(=O)NCCC3=CCCCC3)CC2)c(C)o1,-11,0.6,1.2,1.1,-39,1.1,1.1,-22,-6,1.9
NC(=S)Nn1c(CCC(=O)O)ccc1-c1ccccc1,-6,1.1,1,0.9,1,1.1,1,1,-5,1.3
COc1ccc(C(C)=O)cc1COC(=O)CCCN1C(=O)c2ccccc2C1=O,18,1.1,1,1,-5,1,1,-1,-4,1
CC(=O)c1cccc(NC(=O)NCc2ccco2)c1,11,1.2,1,0.9,-6,0.9,1,0,1,0.9
CCCn1nc2cc(C(=O)NCCCCc3ccccc3)ccc2c1OCC,-5,1.2,1,0.9,-10,0.9,1,-5,-4,1
COCCOc1cc(Nc2nnc(C(F)(F)F)s2)c(Cl)cc1Cl,-6,0.77,1,1,-2,1,1,-5,-1,1
COc1ccc(-c2noc(-c3ccccc3-c3ccccc3)n2)cc1,7,0.88,1.1,0.9,-8,0.9,1,-6,-4,0.8
Cc1ccc(NC(=O)N2Cc3ccccc3CC2C(=O)NC(C)(C)C)cc1 (configuration not stated),5,1.2,1.1,1.1,0,1,1.1,-7,-6,1
O=C(Nc1cccc(F)c1)c1ccco1,33,1.3,1.1,1,-11,1.1,1.1,-5,-5,1
COc1cc([N+](=O)[O-])ccc1NC(=O)/C=C\C(=O)O,19,1.1,1,1,-2,0.9,1.1,-3,-10,1
Cc1c([C@@H]2C[C@H]3CN(Cc4cccc(Cl)c4)C(=O)[C@]34CCCN24)cnn1C,1,.,1.1,1,-10,0.9,1.1,-5,-7,1.2
COc1ccc(CCNC(=O)c2cccc(S(=O)(=O)N3CCCCC3)c2)cc1,8,1.3,1,0.9,-8,0.9,1,-4,-1,1.1
COCC(=O)N(Cc1cc2cc(OC)ccc2[nH]c1=O)c1ccccc1OC,4,1,1,0.9,-6,0.9,1,-3,-4,1
Cc1cc(NCCCn2ccnc2)n2nc(-c3ccc(F)cc3)cc2n1,9,1.1,0.9,1.1,-7,1.1,0.5,6,49,1.4
CCCc1nc2ccccc2c(C(=O)OCC(=O)Nc2cccc(S(=O)(=O)N3CCOCC3)c2)c1CC,1,0.34,1.1,0.8,6,0.8,1.1,-6,-9,1

# Full records from above:
# `O=C(COC(=O)c1ccccc1)NCCC1=CCCCC1` as listed: APP 5'UTR act = -16; NF-kB expr up = 1.1; TNAP act hiacc = 1; PMI activator = 1; TNAP inh no acc = -3; PMI act satM6P = 0.9; FLuc stim CS = 1; TNAP inh hi DEA = -1; FLuc inhib CS = -1; bIAP activator = 1
# `CC(=O)c1cccc(NC(=O)NCc2ccco2)c1` as listed: APP 5'UTR act = 11; NF-kB expr up = 1.2; TNAP act hiacc = 1; PMI activator = 0.9; TNAP inh no acc = -6; PMI act satM6P = 0.9; FLuc stim CS = 1; TNAP inh hi DEA = 0; FLuc inhib CS = 1; bIAP activator = 0.9

# Copied from the list.
# Cc1cc2c3c(c1)C1(C(=O)N3C(C)(C)CC2C)C(C#N)=C(N)Oc2cc(O)ccc21 (configuration not stated) | NF-kB expr up: 1.5
# CC(=O)c1cccc(NC(=O)NCc2ccco2)c1 | NF-kB expr up: 1.2
# Cn1c(O)c(N=NC(=O)c2ccccc2O)c2ccccc21 | NF-kB expr up: 3.1
# CCCn1nc2cc(C(=O)NCCCCc3ccccc3)ccc2c1OCC | TNAP act hiacc: 1

# Later entries.
SMILES,APP 5'UTR act,NF-kB expr up,TNAP act hiacc,PMI activator,TNAP inh no acc,PMI act satM6P,FLuc stim CS,TNAP inh hi DEA,FLuc inhib CS,bIAP activator
CCOc1ccc(C/C(O)=C2\C(=O)CC(C)(C)CC2=NCC(=O)O)cc1OCC,-7,1.3,1,1.1,-13,1.1,1,-5,-4,1
Fc1c(F)c(F)c(N=Cc2ccc3ncccc3c2)c(F)c1F,-14,1.4,1,1.1,-6,1,1,-4,1,1.5
O=C1c2cccc3cccc(c23)N1CN1CCN(c2ccccn2)CC1,-10,1.1,1.1,1,-5,0.8,1.1,-10,-8,0.9
O=C(NCC1CCCO1)C(c1cccnc1)N(C(=O)Cc1cccs1)c1ccccc1 (configuration not stated),47,0.7,1,1,-8,1,0.9,-2,8,1
CC(=O)N[C@@H](Cc1c[nH]c2ccccc12)C(=O)OCC(=O)Nc1ccc(S(=O)(=O)N(C)C)cc1,1,1,1,1,-2,0.9,1.1,1,-7,1.1
CCOc1ccc(/C=N/OCC(=O)NCc2ccco2)cc1,5,1.1,1,1,-8,1,1,-2,-2,1.1
COCCCNC(=O)COc1cc(C)c(Cl)c(C)c1,-23,0.87,1,1,-8,0.9,1,-4,-2,0.7
O=C1c2ccccc2C(=O)N1CC(O)Cn1nnc2ccccc21 (configuration not stated),9,0.98,1,0.9,-9,0.9,1,-2,-4,1
CCOc1ccc(Cn2c(O)cc(=O)[nH]c2=O)cc1,-9,1.1,1,1,-3,1,1.1,0,-8,1.1
Cc1ccc(N2CCCn3c2nc2c3c(=O)n(CCN3CCOCC3)c(=O)n2C)cc1,.,.,1,1.1,-5,1.1,1,2,-3,0.9
O=C1CCCS(=O)(=O)c2ccccc21,-10,1.1,1,1,-9,1.1,1.1,-4,-7,1
O=C(Nc1ccc(N2CCN(C(=O)c3ccc(Cl)cc3)CC2)cc1)c1cc2ccccc2o1,.,1.1,1,1,-18,1,1.1,-3,-9,0.9
CCNC(=S)Nc1ccc(S(=O)(=O)Nc2cc(C)nc(C)n2)cc1,17,1.1,1,1.1,-15,1.1,1.1,-4,-5,0.9
Cc1ccc(C)c(S(=O)(=O)C(C#N)c2nc3ccccc3nc2N2CC(C)OC(C)C2)c1 (configuration not stated),-12,0.58,1,1.3,-6,1.7,1,1,-5,0.9
CC1(C)Cc2ccccc2/C(=C/C(=O)N2CCCCCC2)N1,7,0.93,1,1.1,-5,1.2,1,0,-2,1
COc1ccc(/C=C2\N=C(SC)NC2=O)cc1,10,1.1,1,0.9,2,1,1,4,-1,0.9
O=C(NCc1ccc2c(c1)OCO2)c1ccc(COc2cc(Cl)ccc2Cl)o1,.,0.99,1.1,0.9,2,1,1,-5,-1,0.8
N#CC(C#N)=C1CCc2ccccc2N1,11,1.2,1,1,-11,1.1,1,-2,-4,1.1
CCC1COC(c2cccn2Cc2ccccc2Cl)=N1 (configuration not stated),11,1.4,1,1,-4,1,1,-1,-1,0.9
CC1CCCCN1c1nc2nonc2nc1N1CCCCC1C (configuration not stated),0,1.3,1,0.9,-5,0.9,1,0,-2,1
O=C1C=C(Nc2ccccc2)CC(c2ccccc2)C1 (configuration not stated),2,1.2,1,0.9,9,0.9,1,3,0,0.9
O=c1[nH]c2ccccc2c(O)c1Cc1ccccc1,12,1,1,.,-8,.,1.1,-4,-6,0.9
O=C(COC(=O)c1ccc(S(=O)(=O)Nc2ccccc2)cc1)NCc1ccco1,-15,0.96,1,1,5,1,1.1,-3,-5,1
CN(C1CCCCC1)S(=O)(=O)c1ccc(NC(=O)CCC(=O)O)cc1,17,1.4,1,1,-1,1,1.1,-3,-10,1.1
CC(C)N(Cc1nc(-c2ccc(Cl)cc2)no1)C(=O)CCCN1C(=O)c2ccccc2C1=O,.,0.6,1,1.1,-5,0.9,1.1,-1,-7,1.1

# (cont.)
SMILES,APP 5'UTR act,NF-kB expr up,TNAP act hiacc,PMI activator,TNAP inh no acc,PMI act satM6P,FLuc stim CS,TNAP inh hi DEA,FLuc inhib CS,bIAP activator
COc1ccccc1-c1nnc(-c2ccc(N3CCOCC3)cc2)o1,26,1.1,1,1.1,-13,1,0.7,-3,28,1
Cc1cc(NC(=O)CSc2nnc(-c3cccnc3)n2C2CCCCC2C)no1 (configuration not stated),-13,0.74,1,1,2,1.1,1.1,-4,-5,1.1
CCOC(=O)N1CC=C2C(C#N)=C(N)C(C#N)(C#N)[C@H](c3ccccc3OCC)[C@H]2C1,1,0.98,1,0.9,-5,0.9,1.1,-2,-5,1
O=C1c2ccccc2NC2(CCCCC2)N1c1ccc(O)cc1,11,1.9,1,0.8,-13,0.9,0.9,-4,11,0.8
COc1ccc(C)cc1S(=O)(=O)N(C)CC(=O)Nc1ccccc1,32,0.83,1,0.9,-2,0.9,1.1,0,-6,1
COc1ccc(/C=C/C(=O)N(C)C2CCS(=O)(=O)C2)cc1OC (configuration not stated),-11,1,1,0.8,5,0.9,1,2,-4,0.9
CN1c2ccccc2-c2nc3ccccc3n2C1c1cccs1 (configuration not stated),13,1,1,1,-10,0.9,1.1,-4,-7,1.1
O=C(N/N=C/c1ccc(Cl)c([N+](=O)[O-])c1)C1CC1,-1,1.3,1,1,-7,0.9,1,-1,0,1
Cc1csc(SCc2ccccc2C(=O)O)n1,4,1.4,1,1,-7,0.9,1,-2,-3,0.9
O=C(NCc1ccc(Cl)cc1)c1ccc(OCC2CCCO2)cc1 (configuration not stated),14,1.2,1.1,1.1,-12,1.1,1.1,-9,-9,0.5
CCCCn1nnnc1NCc1cccc(OC)c1OC,0,1.1,1,1,-13,1,1.1,-4,-8,0.9
Cc1sc2nc3n(c(=O)c2c1C)CCCCC3,-3,1.3,1,1,-10,1,1.1,-3,-7,1
CC(/C=C1\SC(=O)N(CC(=O)Nc2cccc(O)c2)C1=O)=C\c1ccccc1,-14,0.98,1,0.7,-2,0.7,1,4,-3,0.7
O=C1OC(c2ccccc2)/C(=C(/O)c2ccccc2)C1=O (configuration not stated),1,1.3,1,1,-12,1,1,0,0,0.9

# APP 5'UTR act, what is marked active above.
smiles	APP 5'UTR act	NF-kB expr up	TNAP act hiacc	PMI activator	TNAP inh no acc	PMI act satM6P	TNAP inh hi DEA	bIAP activator
Cn1c(O)c(N=NC(=O)c2ccccc2O)c2ccccc21	216*	3.1	1	1	5	1	4	1
